Assay outcomes deposited in PubChem by several laboratories.
KKLEB cytotox: CF airway cell cytotoxicity counter-screen | 360,000 compounds, 0.36% hits | activity change (cytotoxicity), % at 5 µM | KKLEB CF airway cells viability, ATPlite luminescence, overnight; hits give low values; cells stimulated with P. aeruginosa culture filtrate;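 active = corrected activity change at or below -50% at 5 µM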
Shn3 3UTR inh: reduces Shn3 3'UTR luciferase signal in osteoblasts; Clone20 osteoblast Shn3 3'UTR firefly luciferase, 24 h; inhibition, % at 12.5 µM; 360,000 compounds, 0.52% hits;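 active = mean inhibition of at least 75% with every replicate also reaching 75%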;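 note: 0% = median of neutral control wells and 100% = pilot-screen positive control compound; some compounds past the cut are filed as inactive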
LRH-1 inv ag: suppresses constitutive activity of human LRH-1; inhibition, % at 3.6 µM; 360,000 compounds, 0.13% hits; HEK293T StAR-luciferase reporter, LRH-1 transfected, 24 h;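 active = inhibition above the mean inhibition of all tested compounds plus 3 SD, cut at about 73% in these data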;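 note: 0% = DMSO wells and 100% = reporter-only cells lacking LRH-1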
Target sequence (O00482 whole entry, looked up): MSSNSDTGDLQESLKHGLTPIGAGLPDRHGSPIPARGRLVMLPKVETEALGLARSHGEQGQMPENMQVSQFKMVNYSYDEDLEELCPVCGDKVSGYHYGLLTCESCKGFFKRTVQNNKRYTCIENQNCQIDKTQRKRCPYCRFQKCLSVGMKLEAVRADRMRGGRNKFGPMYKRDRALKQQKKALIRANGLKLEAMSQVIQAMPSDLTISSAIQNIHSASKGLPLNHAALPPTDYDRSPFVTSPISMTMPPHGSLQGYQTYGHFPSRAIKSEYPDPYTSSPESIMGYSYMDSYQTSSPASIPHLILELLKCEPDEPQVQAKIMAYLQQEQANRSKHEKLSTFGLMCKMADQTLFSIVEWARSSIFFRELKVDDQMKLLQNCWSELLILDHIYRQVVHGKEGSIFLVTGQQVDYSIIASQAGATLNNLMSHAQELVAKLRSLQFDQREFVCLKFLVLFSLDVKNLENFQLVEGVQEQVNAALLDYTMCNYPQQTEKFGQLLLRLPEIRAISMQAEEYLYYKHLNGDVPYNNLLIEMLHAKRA
CF NFkB block: inhibitors of cystic fibrosis induced NF-kB; 360,000 compounds, 0.86% hits; inhibition, % at 5 µM; KKLEB NF-kB-GFP reporter, PAF-induced, GFP fluorescence overnight;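 active = at least 50% inhibition at 5 µM, scaled per plate between neutral and stimulator controls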;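 note: PAF is a Pseudomonas aeruginosa culture filtrate used as stimulus; plate controls were PAF-stimulated DMSO wells for no effect and unstimulated DMSO wells for full effect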
TROY signal inh: TROY signaling inhibition; inhibition, % at 10 µM; 360,000 compounds, 0.98% hits; AID 1347056; Q293 LMP1-TROYcd NF-kB luciferase reporter, 4 h;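 active = compounds whose plate-normalised and pattern-corrected inhibition of the luciferase reporter signal at the single screening dose is 50% or more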
TWEAK-Fn14 inh: blocks TWEAK-Fn14 interaction in a reporter cell assay; 360,000 compounds, 2% hits; inhibition, % at 10 µM; TWEAK-stimulated Fn14 reporter cells, luciferase luminescence, 8 h; in the data active = inhibition above about 50%
SRC3 inh: human NCOA3 inhibition. AID 588352. inhibition, % at 3.6 µM. 360,000 compounds, 0.17% hits. HEK293 GAL4-SRC3 luciferase reporter, luminescence;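 active = inhibition above a per-campaign cutoff, the mean of all compounds plus 3 SD, cut at about 60% in these data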;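 note: 0% = DMSO-treated cells and 100% = gossypol-treated cells at 36 µM; higher means less SRC3-driven luciferase light from the GAL4 reporter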
LMP1 NFkB inh: reduces LMP1-driven NF-kappaB luciferase signal. LMP1-induced NF-kappaB luciferase reporter cells, luminescence. 350,000 compounds, 0.69% hits. AID 504558. inhibition, % at 12.5 µM; in the data active = inhibition above about 41%;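 note: 0% = neutral control wells and 100% = reference inhibitor control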
TRAIL sens C8: caspase-8 TRAIL sensitization; NB7+C8 cells + TRAIL, ATPlite viability luminescence; inhibition (viability loss, TRAIL sensitization), % at 10 µM; 360,000 compounds, 1% hits; AID 624354;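 active = compounds causing at least 50% loss of cell viability in the single-dose screen, relative to plate controls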
NCOA1 inh: inhibitors of human steroid receptor coactivator 1 (SRC1); Q15788; HEK293 GAL4-SRC1 luciferase reporter, luminescence; inhibition, % at 3.6 µM; 360,000 compounds, 0.12% hits;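 active = inhibition above the campaign mean plus 3 SD, with each screening campaign given its own cutoff, cut at about 60% in these data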;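 note: 0% = DMSO treated cells and 100% = gossypol at 36 µM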
COUP-TFII inh: blocks human COUP-TFII nuclear receptor | inhibition, % at 8.6 µM | HEK293T NGFI-A luciferase reporter, luminescence | AID 686940 | P24468 | 370,000 compounds, 0.7% hits;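 active = inhibition above a per-plate cutoff, mean inhibition of test wells between control levels plus 3 SD, cut at about 38% in these data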;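 note: cells cotransfected with COUP-TFII expression vector driving the NGFI-A reporter; 0% = median of COUP-TF2 test wells and 100% = reporter-only cells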
Target sequence (P24468 whole entry, looked up): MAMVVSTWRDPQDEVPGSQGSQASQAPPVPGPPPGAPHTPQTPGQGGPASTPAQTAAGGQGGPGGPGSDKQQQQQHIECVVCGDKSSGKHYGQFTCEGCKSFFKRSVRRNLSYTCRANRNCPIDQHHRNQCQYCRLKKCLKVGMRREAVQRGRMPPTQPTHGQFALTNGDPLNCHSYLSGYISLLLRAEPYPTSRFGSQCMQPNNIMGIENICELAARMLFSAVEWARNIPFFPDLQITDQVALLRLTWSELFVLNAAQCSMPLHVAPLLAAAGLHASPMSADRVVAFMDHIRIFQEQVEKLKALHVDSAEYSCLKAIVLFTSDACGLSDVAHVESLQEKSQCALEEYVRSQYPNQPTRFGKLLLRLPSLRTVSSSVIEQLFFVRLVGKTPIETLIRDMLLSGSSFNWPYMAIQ
* marks the source's active call; other numbers are inactive results; . = not tested or not shown. An excerpt, so the mix of outcomes need not match the whole.

SMILES | KKLEB cytotox | Shn3 3UTR inh | LRH-1 inv ag | CF NFkB block | TROY signal inh | TWEAK-Fn14 inh | SRC3 inh | LMP1 NFkB inh | TRAIL sens C8 | NCOA1 inh | COUP-TFII inh
CC(C)=CC(=O)Nc1nnc(-c2ccccc2)s1 | -1 | -4 | -95 | 1 | -29 | 7 | -73 | -40 | 5 | -85 | -25
O=C1O[C@@H](c2ccc(O)cc2)Cc2cccc(O)c21 | 1 | 10 | -4 | -25 | -12 | -31 | 5 | 3 | 2 | -4 | -2
Cc1ccccc1OCC(=O)NCCCNC(=O)c1ccncc1 | 3 | 6 | 5 | -2 | -12 | 0 | 16 | -7 | 0 | 8 | 10
CCOC(=O)c1[nH]c2cc3c(cc2c1NC(=O)CN1CCc2ccccc2C1)OCO3 | -4 | 25 | 16 | -2 | -45 | 35 | -7 | 7 | 18 | -34 | -1
O=C(NCC1CCCO1)C1CCN(C2CCN(Cc3cccs3)CC2)CC1 (stereo unspecified) | 4 | 10 | 16 | -17 | 9 | 13 | 2 | -1 | -8 | -5 | -11
Cc1ccccc1Nc1nc(N)nc(CSc2nnc(C)n2C)n1 | -3 | 1 | -7 | -17 | -6 | 12 | -2 | -2 | -7 | 6 | -10
CCCNC(=O)COC(=O)C1CCN(S(=O)(=O)c2ccc3c(c2)OCCO3)CC1 | -6 | -1 | -2 | 0 | -34 | -23 | 10 | 1 | 6 | 1 | 0
c1ccc(-n2nnnc2SCc2ccccn2)cc1 | 6 | -3 | -9 | -14 | -15 | -4 | -33 | -10 | 4 | -12 | 17
Cc1cc(Nc2cccc(Cl)c2Cl)n2ncnc2n1 | -5 | 14 | 1 | -2 | 8 | 6 | -18 | -7 | -7 | 8 | -17
N#CC1CC(c2ccc([N+](=O)[O-])cc2)=NN1c1ccc([N+](=O)[O-])cc1 (stereo unspecified) | -6 | 15 | -5 | -26 | 9 | 10 | 16 | 6 | 29 | -9 | 6
COC(C(=O)Nc1ccnn1C1CCN(Cc2cnn(C(C)C)c2)CC1)c1ccccc1 (stereo unspecified) | 5 | 1 | 4 | 0 | 6 | 5 | 9 | -3 | 13 | 2 | -2
Cc1nc(C)c(-c2csc(NCCc3ccccc3)n2)s1 | 1 | 29 | -30 | -8 | -15 | -20 | -1 | 11 | 10 | -30 | 2
Cc1cc(C(=O)N2CCN(c3cccc(Cl)c3)CC2)c(C)o1 | -4 | -1 | 16 | -12 | 11 | 9 | 15 | 5 | 0 | 8 | 0
COC(=O)c1c(NC(=O)CCNCc2ccco2)sc2c1CCC2 | -5 | 5 | 19 | 6 | 1 | -31 | 3 | -5 | -12 | 0 | 12
COc1ccc(C(CNC(=O)c2ccco2)N2CCOCC2)cc1 (stereo unspecified) | 3 | -35 | -4 | -9 | -4 | -30 | -1 | -12 | 15 | -30 | 14
Cc1ccc(S(=O)(=O)N2CCCC2=O)c(C)c1N(C)S(C)(=O)=O | -14 | 1 | 12 | 7 | 1 | -1 | -41 | 3 | -3 | 6 | -3
COc1ccc(C(=O)NC2CC(C)(C)Cc3occc32)cc1 (stereo unspecified) | -14 | -15 | -18 | -4 | 5 | 20 | -1 | -4 | -17 | -10 | -5
CC(Cl)C(=O)NN=C(c1ccccc1)c1ccccc1 (stereo unspecified) | -24 | 18 | -11 | -6 | -2 | -11 | 3 | 4 | -3 | 0 | 6
Cc1cc(C)cc(NC(=O)C2CCCCN2S(=O)(=O)c2ccccc2)c1 (stereo unspecified) | 0 | -8 | 0 | 2 | 0 | 16 | -3 | 3 | 8 | 8 | 20
O=C1c2ccccc2C(=O)C1c1ccc(O)cc1 | -12 | -25 | -18 | -22 | -26 | -35 | 12 | 2 | 5 | -25 | -9
O=C(O)COC(=O)C1C(c2ccccc2)C(C(=O)O)C1c1ccccc1 (stereo unspecified) | -2 | -6 | -15 | -17 | -11 | -2 | 19 | 4 | -7 | -17 | -7
CCOC(=O)c1cccc(NC(=S)NCc2ccc(C)cc2)c1 | 3 | 6 | -6 | -1 | -14 | 9 | -2 | 3 | 1 | 7 | 3
Cc1ccccc1OCC(=O)NCc1ccccc1 | -21 | 0 | -7 | 7 | -15 | -5 | -27 | 3 | -7 | -6 | -14
N#C/C(=N\Nc1cccc(Cl)c1)C(=O)c1ccccc1 | -25 | -4 | -4 | 36 | 18 | -37 | 0 | -4 | 17 | 3 | 4
COc1cccc(NC(=O)CN(C)C(=O)c2ccc(-c3ccc(Cl)cc3)o2)c1 | 12 | -3 | 6 | 1 | -27 | -21 | 3 | -3 | -11 | -10 | -21
COc1ccc(S(=O)(=O)N(C)CC(=O)NCc2cccnc2)cc1C | 2 | . | 9 | 7 | 0 | 1 | 6 | -7 | 0 | 4 | 15
O=C(Cc1ccccc1)NC(Nc1ccccc1)C(Cl)(Cl)Cl (stereo unspecified) | -3 | 4 | -1 | 4 | 10 | -6 | 0 | -5 | -13 | 4 | -2
CCCCNc1cc(NC(C)=O)cc2cc(OC)c(OC)cc12 | 5 | -10 | 6 | -2 | 14 | 9 | -3 | 0 | 4 | 2 | 12
Cc1ccccc1N=Cc1cccc(O)c1O | 3 | -26 | -7 | -6 | -9 | 26 | -18 | -2 | 7 | -15 | .
C=C(c1cn(C(C)=O)c2ccccc12)c1cn(C(C)=O)c2ccccc12 | -12 | -5 | 27 | -26 | -30 | 28 | -4 | -32 | 20 | -8 | -10
CCS(=O)(=O)c1nc2ccccc2n1Cc1ccccc1Cl | 0 | 5 | 12 | -2 | 1 | -28 | -28 | -5 | -2 | 10 | 9
O=C(Cc1ccccc1)NCc1ccc(F)cc1 | 4 | -8 | -45 | -1 | -16 | -10 | -11 | -8 | -4 | -80 | -7
Cc1cc(C)c(S(=O)(=O)c2ccc(C(C)(C)C)cc2)c(Cl)n1 | -3 | 6 | 4 | -4 | 14 | 20 | 11 | 2 | 3 | -33 | -6
COc1ccc(OC)c(CN2CCN(C(=O)c3ccc(F)cc3)CC2)c1 | -3 | 14 | 8 | -3 | 6 | 1 | 3 | 12 | -7 | 11 | -3
O=C(COc1cc(Cl)c(Cl)cc1Cl)Nc1ccc([N+](=O)[O-])cc1Cl | -6 | -23 | 3 | 26 | -5 | -9 | 10 | 14 | -28 | -5 | 1
Cc1cccc(C)c1OCc1cc(C(=O)N2CC3C[C@@H]4CC2C[C@H](C3)C4)no1 | 3 | -85 | -92 | -22 | -45 | -21 | -111 | -12 | 24 | -79 | -10
Cc1nc(-c2coc3c(CN(C)C)c(O)ccc3c2=O)cs1 | 6 | 8 | -20 | 6 | -10 | -1 | 2 | -1 | 1 | 0 | -5
CCc1nc2ccc(C(=O)NC3CCN(Cc4ccccc4)CC3)cn2c1N(CC)CCOC | 10 | -7 | 4 | -30 | -8 | -14 | -2 | . | -14 | 6 | 8
NS(=O)(=O)c1ccc(CCNC(=O)COC(=O)/C=C/c2ccc(OC(F)F)cc2)cc1 | 7 | -12 | 1 | -9 | 7 | 3 | 5 | -15 | 18 | 2 | 11
CNC(=S)NCc1ccc(OC)cc1 | 2 | 2 | -13 | -9 | 8 | -4 | 13 | 2 | -1 | -25 | 6
COc1ccc2c(c1)c1nc3ccccc3nc1n2CCCN1C(=O)c2ccccc2C1=O | -15 | 1 | 1 | -6 | -3 | -38 | 11 | 0 | 2 | -20 | -1
COc1cc(C2NC(=O)NC(C)=C2[N+](=O)[O-])cc(OC)c1OC (stereo unspecified) | -2 | 12 | -1 | 8 | -9 | 6 | 17 | 6 | -7 | -19 | 32
O=C(c1cccc(C(F)(F)F)c1)N1CCC2(CC1)NCCc1[nH]cnc12 | 12 | 5 | -16 | -10 | -8 | -1 | -5 | -7 | 6 | -6 | -3
O=C(CCS(=O)(=O)c1cccc2nsnc12)NCc1ccccc1Cl | -4 | 9 | 7 | 5 | -2 | 5 | -2 | 10 | -11 | 1 | -4
CCOC(=O)CN=C1CC(C)(C)CC2=C1Sc1ncnc(N(C)C)c1N2 | -3 | -8 | 13 | 3 | 12 | 2 | 14 | 3 | -13 | -45 | .
COc1cc(/C(C)=N/NC(=O)c2ccc(CSc3nncn3C)cc2)cc(OC)c1OC | 6 | -14 | 4 | -1 | 5 | 32 | 9 | -11 | -7 | -12 | -2
CC12CCC(CC1=O)C2(C)C (stereo unspecified) | 5 | 7 | -8 | -14 | -2 | -15 | 8 | -2 | -5 | -8 | -17
COc1ccccc1N1CC(C(=O)NCCC2=CCCCC2)CC1=O (stereo unspecified) | 4 | -3 | 1 | 6 | -13 | -1 | 22 | 2 | -10 | -23 | -4
CSc1ccc(/C=N/NC(=O)CN2CCN(Cc3ccc(Cl)cc3)CC2)cc1 | -24 | 2 | 7 | 10 | 5 | 9 | 15 | 2 | -8 | 3 | -8
O=C(NCc1ccccc1)/C(=C/c1ccccc1)NC(=O)c1ccco1 | -2 | -3 | 12 | -28 | -1 | 19 | -22 | -1 | 0 | -4 | -23
CC(=O)NC1=NN(C(C)=O)C(C)(c2ccccc2)S1 (stereo unspecified) | -11 | 21 | 31 | 2 | -6 | 10 | 12 | 10 | 2 | 1 | 6
COc1ccc(NC(=O)c2cccc(N3C(=O)C4CC=C(C)CC4C3=O)c2)c(OC)c1 (stereo unspecified) | 2 | 7 | -13 | -8 | 0 | 7 | 3 | -6 | 18 | 1 | 9
CC1(C)CC(=O)C(=Cc2cn(CCC#N)nc2-c2ccc(F)cc2)C(=O)C1 | -14 | -5 | -6 | 13 | 23 | 31 | 1 | -9 | -3 | -2 | 10
CC(C)NCC(O)COc1ccc2c(c1)CCC2 (stereo unspecified) | -4 | -21 | -9 | 5 | -9 | 0 | 9 | 5 | -4 | 3 | 11
Cc1ccc(NC(=S)NCc2ccc(Cl)cc2)c(C)c1 | 0 | -4 | 7 | 17 | -14 | 2 | -4 | 4 | -16 | 21 | -26
O=C(O)c1nccnc1C(=O)Nc1ccc(Oc2c(Cl)cccc2Cl)nc1 | -4 | -12 | 9 | 10 | 6 | 18 | 0 | 1 | 4 | -56 | -13

Filtered by structure: the compounds so far with an aryl thioether with sulfur outside any ring.
SMILES | KKLEB cytotox | Shn3 3UTR inh | LRH-1 inv ag | CF NFkB block | TROY signal inh | TWEAK-Fn14 inh | SRC3 inh | LMP1 NFkB inh | TRAIL sens C8 | NCOA1 inh | COUP-TFII inh
Cc1ccccc1Nc1nc(N)nc(CSc2nnc(C)n2C)n1 | -3 | 1 | -7 | -17 | -6 | 12 | -2 | -2 | -7 | 6 | -10
c1ccc(-n2nnnc2SCc2ccccn2)cc1 | 6 | -3 | -9 | -14 | -15 | -4 | -33 | -10 | 4 | -12 | 17
COc1cc(/C(C)=N/NC(=O)c2ccc(CSc3nncn3C)cc2)cc(OC)c1OC | 6 | -14 | 4 | -1 | 5 | 32 | 9 | -11 | -7 | -12 | -2
CSc1ccc(/C=N/NC(=O)CN2CCN(Cc3ccc(Cl)cc3)CC2)cc1 | -24 | 2 | 7 | 10 | 5 | 9 | 15 | 2 | -8 | 3 | -8
